# Screens (PubChem BioAssay)
# TbMetRS inhib: blocks T. brucei methionyl-tRNA synthetase activity. purified T. brucei MetRS, ATP depletion, Kinase-Glo luminescence. inhibition, % at 11.9 µM. 360,000 tested, 0.4% active;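 active = inhibition above a per-plate cutoff of the control wells' mean inhibition plus 3 SD, cut at about 5.5% in these data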;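 also: 0% = DMSO wells median and 100% = median of wells with control inhibitor compound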
#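 Dosing: 11.9 µM compound single dose, 0.9% DMSO; Assay system: purified T. brucei MetRS enzyme; Measured by: Kinase-Glo luciferase luminescence reporting remaining unconsumed ATP; Schedule: 15 min plus 2 h at 25 °C.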
# MsrA inh: bovine MsrA inhibition. 360,000 tested, 0.75% active. inhibition, % at 15.5 µM. purified bovine MsrA, absorbance read-out. AID 651718; in the data active = inhibition above about 4.5%;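 also: 0% = vehicle wells with enzyme and 100% = reference inhibitor wells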
# Scp1 inh: inhibitors of human Scp-1 phosphatase; 340,000 tested, 0.88% active; Q9GZU7; inhibition, % at 20 µM; AID 493091; Recombinant Scp1, phosphopeptide, malachite green phosphate absorbance;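 active = inhibition above about 50% at 20 µM, limit read from the data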;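 also: plate controls were DMSO wells with enzyme for no effect and wells lacking enzyme for full effect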
# Target sequence (Q9GZU7 76-261 limits assumed): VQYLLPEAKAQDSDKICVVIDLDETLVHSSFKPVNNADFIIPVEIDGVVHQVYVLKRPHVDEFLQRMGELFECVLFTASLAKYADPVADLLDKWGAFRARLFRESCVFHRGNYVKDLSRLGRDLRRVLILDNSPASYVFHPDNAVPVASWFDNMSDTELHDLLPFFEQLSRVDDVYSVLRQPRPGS
#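 Test system: SCP-1 catalytic domain; Buffer or medium: Acidic Tris acetate buffer with magnesium and detergent; Also added: Phosphorylated 17-residue peptide substrate; Compound: single 20 µM dose, 1% DMSO; Schedule: enzyme reaction 45 min at room temperature, colour 5 min, stabilisation 30 min; Signal: Phosphate-binding colour reagent, absorbance read at 630 nm.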
# NRP1-CendR mod: modulators of CendR peptide binding to human neuropilin-1; FAM-RPARPAR peptide binding to NRP-1, fluorescence polarization; inhibition, % at 25 µM; 360,000 tested, 0.85% active;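 active = inhibition or corrected inhibition above about 18%, plus a signal ratio from 0.5 to 1.5, limit read from the data, passing the limit was not always enough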; also: strong numbers were not always called active
# MsrA act: activates bovine MsrA enzyme. purified bovine MsrA, absorbance read-out. activation, % at 10.6 µM. 360,000 tested, 0.3% active. AID 602163; in the data active = activation above about 7.5%;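 also: 0% = vehicle and 100% = reference activator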
# SUMO1 PPI mod: SUMO1-SIM interaction modulation; P63165; SUMO1 binding to a labelled peptide, TR-FRET, 1 h; inhibition, % at 20 µM; 360,000 tested, 0.33% active; in the data active = inhibition above about 37%
# Target sequence (P63165 whole entry, looked up): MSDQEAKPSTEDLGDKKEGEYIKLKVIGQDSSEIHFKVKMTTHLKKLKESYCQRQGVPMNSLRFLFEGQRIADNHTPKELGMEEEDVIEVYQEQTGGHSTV
# LMPTP block: blocks human LMPTP phosphatase | recombinant LMPTP-A, OMFP fluorogenic substrate, fluorescence intensity | 360,000 tested, 0.22% active | inhibition, % at 20 µM;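 active = compounds that cut the enzyme signal by at least half of the control window in the single-dose screen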;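 also: plate controls were DMSO wells with enzyme plus substrate for no effect and substrate without enzyme for full effect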
# Target sequence (P24666 whole entry, looked up): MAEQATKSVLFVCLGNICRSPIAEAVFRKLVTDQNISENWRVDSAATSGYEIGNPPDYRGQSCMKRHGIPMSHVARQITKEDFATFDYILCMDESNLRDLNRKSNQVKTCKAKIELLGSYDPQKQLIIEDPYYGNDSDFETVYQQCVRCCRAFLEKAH
#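 Assay system: LMPTP-A enzyme. Input: 0.625 nM LMPTP-A final. Probe or stimulus: 400 µM OMFP. Compound dosing: single 20 µM dose. Schedule: 50 min dark incubation at room temperature. Detection: fluorescence intensity of OMFP turnover product. Read-out: percent inhibition versus substrate-only and uninhibited controls. Benchmarks: no-enzyme low control, uninhibited high control.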
# DNMT1 block: inhibitors of human DNMT1; P26358; DNMT1 molecular beacon, Hinp1I cleavage, fluorescence; inhibition (reported as % activation of signal), % at 10 µM; 360,000 tested, 0.83% active; in the data active = inhibition above about 50%
# E coli Lon inh: E. coli protease La inhibition; P0A9M0; purified E. coli Lon protease, fluorescence polarization; inhibition, % at 7.94 µM; 360,000 tested, 0.42% active; AID 602123; in the data active = inhibition above about 13%, passing the limit was not always enough;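 also: 0% = enzyme with probe and DMSO and 100% = no enzyme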
# STEP block: inhibitors of human striatal-enriched phosphatase STEP; P54829; recombinant STEP, OMFP fluorogenic substrate, fluorescence; inhibition, % at 20 µM; 360,000 tested, 0.25% active;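 active = inhibition at 20 µM, scaled per plate between control wells, above about 37%, limit read from the data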;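 also: 0% = DMSO with enzyme and substrate and 100% = substrate only without enzyme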
# Target sequence (P54829 whole entry, looked up): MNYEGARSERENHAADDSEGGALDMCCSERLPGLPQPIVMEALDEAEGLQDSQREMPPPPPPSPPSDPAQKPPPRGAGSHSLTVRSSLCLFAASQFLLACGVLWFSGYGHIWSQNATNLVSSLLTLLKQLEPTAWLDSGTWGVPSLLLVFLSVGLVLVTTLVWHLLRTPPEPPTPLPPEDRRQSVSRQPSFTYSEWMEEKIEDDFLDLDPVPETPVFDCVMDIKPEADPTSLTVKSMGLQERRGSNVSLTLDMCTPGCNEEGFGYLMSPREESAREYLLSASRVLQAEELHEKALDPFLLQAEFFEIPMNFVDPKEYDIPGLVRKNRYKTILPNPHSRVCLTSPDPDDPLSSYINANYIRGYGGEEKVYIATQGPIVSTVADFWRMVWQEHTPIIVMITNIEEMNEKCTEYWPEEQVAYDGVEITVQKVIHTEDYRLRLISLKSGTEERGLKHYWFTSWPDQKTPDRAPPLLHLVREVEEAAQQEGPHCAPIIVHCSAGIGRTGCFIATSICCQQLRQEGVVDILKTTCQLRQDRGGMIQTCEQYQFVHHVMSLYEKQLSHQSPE
#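 Measure: Control-normalized % inhibition with plate pattern correction | Test system: STEP phosphatase, cell-free reaction | Medium: pH 6.0 Bis-Tris with DTT and Tween 20 | Technique: Fluorescence, 480/540 nm | Times: Reaction 20 min, ambient temperature | Doses: Single compound dose of 20 µM, 1% DMSO final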
# An asterisk follows results filed as active; · = not tested or not shown. Random draw from the library; any-hit rate near 4.3%.
# The first 5 records, to show the layout:
SMILES,TbMetRS inhib,MsrA inh,Scp1 inh,NRP1-CendR mod,MsrA act,SUMO1 PPI mod,LMPTP block,DNMT1 block,E coli Lon inh,STEP block
Cc1ccc(OCC(=O)N[C@@H](C)c2nnc3ccccn23)cc1C,0.3,2.3,-5,-2,-1,4,-0.7,2,-8,-2
C=CCNc1sc(C(=O)c2ccc(C)cc2)c(N)c1C#N,-0.9,2.7,-10,-12,-3,-13,0.5,-7,-10,-1
Cn1nc([N+](=O)[O-])nc1Sc1nnnn1-c1cccc(C(=O)O)c1,-0.6,1.3,-1,3,-3,-13,-2.8,4,-5,-2
O=C(Nc1cccnc1)c1ccco1,-0.6,-0.2,0,5,-9,-4,1.6,1,0,-1
N#CCC(=O)N/N=C/c1cc(Br)ccc1OCc1cccc2ccccc12,-0.2,0.2,-10,6,-4,-8,4.4,-12,0,3

# The whole of this part, previewed entries included:
SMILES,TbMetRS inhib,MsrA inh,Scp1 inh,NRP1-CendR mod,MsrA act,SUMO1 PPI mod,LMPTP block,DNMT1 block,E coli Lon inh,STEP block
Cc1ccc(OCC(=O)N[C@@H](C)c2nnc3ccccn23)cc1C,0.3,2.3,-5,-2,-1,4,-0.7,2,-8,-2
C=CCNc1sc(C(=O)c2ccc(C)cc2)c(N)c1C#N,-0.9,2.7,-10,-12,-3,-13,0.5,-7,-10,-1
Cn1nc([N+](=O)[O-])nc1Sc1nnnn1-c1cccc(C(=O)O)c1,-0.6,1.3,-1,3,-3,-13,-2.8,4,-5,-2
O=C(Nc1cccnc1)c1ccco1,-0.6,-0.2,0,5,-9,-4,1.6,1,0,-1
N#CCC(=O)N/N=C/c1cc(Br)ccc1OCc1cccc2ccccc12,-0.2,0.2,-10,6,-4,-8,4.4,-12,0,3
CCCOc1ccc(-c2nc(OC)c3ccccc3n2)cc1,-0.6,0.4,0,2,-5,-3,2.9,-2,4,4
O=C(C[C@H]1C[C@@H]2c3cc(NC(=O)C4CCC4)ccc3O[C@@H]2[C@H](CO)O1)NC1CCCCC1,-1.4,-0.1,·,-14,-6,2,-2.4,3,0,-2
COc1ccc(OC)c2sc(NC(=O)c3ccc(Br)s3)nc12,-1.1,0.2,-9,-7,-7,13,21,57*,-3,4
CCn1nc(C(=O)OCC(=O)c2cc(C)n(Cc3cccs3)c2C)c2ccccc2c1=O,0.2,-0.9,-15,-3,-2,-5,5.4,-9,3,3
O=S(=O)(O)c1cccc2c(N=Nc3ccc(O)c4ncccc34)cccc12,0.2,·,95*,54,1,28,51*,50,4,51*
Cc1ccc(C(=O)N2CCN(Cc3ccc4c(c3)OCO4)CC2)cc1[N+](=O)[O-],0.1,-0.6,-1,-5,0,-5,-0.2,2,-2,-2
Cc1cccc(NC(=O)COC(=O)c2nn(-c3ccccc3C(F)(F)F)cc2O)c1C,0.0,0.4,·,-7,-3,0,-1.1,10,-7,-1
Cc1cc(C)n(CCNC(=O)CC2C(=O)NCCN2Cc2ccc(C)o2)n1 (stereo unspecified),-1.1,-1.0,-3,4,-9,-3,-1.6,0,6,0
CC(C)Sc1nnc(SCC(=O)NCCCN2CCCC2=O)s1,-0.2,-0.5,-20,7,-4,2,-0.5,8,-9,-2
COc1ccc2cc(S(=O)(=O)NCc3cccnc3)ccc2c1,0.0,0.2,-1,-5,-4,-12,-0.5,-1,9,0
COc1ccccc1NC(=O)C1=C(C)Nc2nnnn2C1c1ccccn1 (stereo unspecified),-0.8,-0.2,0,6,-6,-1,-2.1,3,-14,0
CCCN(CC1CC1)c1cc2c(c3c1ccn3C)C1CCC2O1 (stereo unspecified),-0.6,1.5,·,22*,-2,-5,-1.2,3,-5,3
CS(=O)(=O)Nc1nnc(CCc2ccccc2)s1,-0.5,0.4,-5,6,-4,3,-1.2,7,4,-3
Cc1ccccc1Nc1nc(N)nc(COC(=O)c2cccc(S(=O)(=O)N(C)C)c2)n1,0.3,-0.8,1,3,-2,0,-0.6,-4,-7,1
O=C(O)c1ccc(Sc2nnc(-c3cccc(Br)c3)o2)c([N+](=O)[O-])c1,-0.3,0.1,-7,2,1,-27,-0.2,4,-5,-1
CCc1ccc(-c2cn3c(n2)SCC3)cc1,-0.4,1.6,1,0,0,-1,-0.3,0,8,-1
Cc1cc2[nH]c(=O)c(=O)[nH]c2cc1S(=O)(=O)Nc1cccc(F)c1,0.3,2.3,-5,-10,-2,12,-1.3,1,6,-3
O=C(Nc1ccccc1)c1cc(C2CCCCN2C(=O)CCCc2ccccc2)on1 (stereo unspecified),0.1,-0.7,·,6,-7,-3,2.8,-7,3,2
COc1cc2c(cc1OC)C(=S)NC(C)(C)C2,-0.4,2.0,2,3,-11,1,-0.4,-1,-11,3
C=CCn1c(=S)[nH]c2sccc2c1=O,-0.7,0.6,-3,-5,-2,2,-1.1,-5,-1,4
O=C(CNCc1ccc(F)cc1)Nc1ccc(C(=O)N2CCCCC2)cc1,-0.1,1.3,-10,-4,5,1,-0.4,1,-5,0
CSc1nnc(-c2ccccc2)n1C,-1.1,-0.4,-5,7,-5,-2,0.1,6,7,0
OC[C@@H]1CN(CCN2CCOCC2)C[C@H](n2cnc3c(NC4CCCC4)ncnc32)O1,-0.4,-0.7,·,4,-10,2,-0.8,-1,-9,1
Cc1cc(C)c(NC(=O)CN2CCCCCC2)c(C)c1,-1.1,-1.3,-1,-7,-5,-3,0.1,1,12,1
COc1cc2c(cc1OC)CN(C(=O)c1cccc([N+](=O)[O-])c1)CC2,-0.9,1.3,-4,-2,-4,-17,-0.4,-1,10,0
CCOC(=O)c1cnc2ccc(C)cc2c1OCc1cc(F)cc(F)c1,-0.4,0.0,-5,2,-3,4,0.1,2,-5,2
CCOC(=O)c1cn(-c2ccccc2CO)c2c(F)c(F)c(F)cc2c1=O,0.1,2.0,-11,18,-1,-4,-2.3,1,-8,2
COc1ccccc1-c1cn(-c2ccccc2)c(=S)[nH]1,-1.1,0.3,3,-4,-6,1,-1.2,-6,-3,-1
COc1ccc(Br)cc1S(=O)(=O)Nc1ccc(Cl)cn1,-0.7,-0.6,-5,-4,-4,0,1.3,0,-4,-1
CCOc1ccc(C2Oc3nc(SC)nnc3-c3ccccc3N2C(C)=O)cc1OC (stereo unspecified),-1.8,1.0,-8,-8,-1,-31,-0.3,1,7,0
COc1ccc(C(O)c2ncc(-c3cccc(C(F)(F)F)c3)[nH]2)cc1 (stereo unspecified),-0.3,-0.9,·,4,0,4,1.5,8,3,-2
Cc1ccc(N2C(=O)CC2(C#N)c2ccc(OCc3ccccc3)cc2)cc1 (stereo unspecified),-1.1,0.5,-8,6,-12,2,2.6,-2,-1,0
Nc1nc(Cl)cc(=O)n1Cc1ccc(Cl)cc1,9.4*,0.9,-8,12,-8,0,-0.9,-2,10,-1
CCCCC[C@@H](C)N1C[C@@H](COCc2ccccc2)Oc2cc(N3CC[C@@H](N(C)C)C3)ccc2S1(=O)=O,-2.7,0.3,·,6,-11,-39,-1.3,·,-10,·
CC(C[N+](C)(C)C)OC(=O)C1(c2ccccc2)CCCC1 (stereo unspecified),-0.1,-0.8,63*,-4,-3,3,-1.5,0,1,-3
O=C(COC(=O)COc1ccc(Nc2ccccc2)cc1)NCc1ccco1,0.3,-0.1,-13,10,2,-1,0.7,-7,2,-2
COC(=O)c1sc(SC)c(S(=O)(=O)C(C)C)c1N/N=C(\C#N)S(=O)(=O)c1ccccn1,-1.0,1.5,-5,5,-8,-19,-1.1,-1,8,1
CCOC(=O)N1CCN(C(=O)c2ccc(C)c(S(=O)(=O)Nc3cccc(C)c3C)c2)CC1,0.1,-0.3,-7,-9,-3,-5,-0.8,2,-1,0
O=C(c1ccccc1)N1CCN(C(=O)c2ccccc2)c2ccccc21,-0.5,0.2,19,-7,-10,6,2.1,-5,-5,2
Cc1ccc(CNC(=O)CCC2CCCN(Cc3c(C)nn(C(C)C)c3C)C2)o1 (stereo unspecified),-0.3,0.2,-3,10,-3,-5,-1.2,0,-1,-2
NC(=O)c1ccc(-c2ccc(Br)cc2)o1,-0.9,0.2,-3,-12,-2,-15,0.7,-2,-13,-4
O=C(Cc1ccc(Br)cc1)NC1CCCc2ccccc21 (stereo unspecified),-0.1,-0.9,-6,10,0,1,0.9,-2,-1,1
C=CCOc1c2ccc(C(=O)NCCc3ccc(C)cc3)cc2nn1C,-0.1,0.5,-3,3,-4,5,-1.6,2,3,0
COc1ccccc1N(C)S(=O)(=O)c1ccc(C(=O)NC2CCCCCC2)cc1,-0.1,0.4,-4,0,0,-2,1.3,-2,7,0
N#CC1=C2N=C(N)c3c(sc4c3CCCCC4)N2C2=C(C(=O)CCC2)C1c1ccccc1 (stereo unspecified),-0.1,2.5,5,-35,2,-2,9.9,-14,-8,-5
CN1CCN(C(=O)/C(=C\c2cccs2)NC(=O)c2ccco2)CC1,-0.3,2.6,-4,7,-2,0,-1.4,1,1,-3
CN(C)S(=O)(=O)n1cc(/C=C(\NC(=O)c2ccccc2F)C(=O)NCCCN2CCOCC2)c2ccccc21,-0.5,2.0,-5,-12,-4,-7,-2.3,1,-1,1
CC(=O)Nc1nc(-c2ccc(Cl)cc2)nc(C)c1C(C)=O,-0.1,0.3,3,5,8.9*,3,-1.0,2,7,-1
CCCCC(CCCC)=N/N=C/c1c(O)n(CC)c2cc(C3=NNC(=O)CC3)ccc12,-1.0,1.5,-6,-32,-3,1,-1.4,28,-5,3
Cn1c(N)c(C(=O)COC(=O)CNC(=O)c2ccccc2F)c(=O)n(C)c1=O,0.0,0.5,13,-2,-9,3,-0.1,1,-4,0
O=S(=O)(c1cccc2nsnc12)N1CCCC1,0.2,0.6,-4,-6,-3,-19,-1.4,3,4,-4
Cc1ccnc(NS(=O)(=O)c2ccc(NS(=O)(=O)c3ccccc3)cc2)n1,-1.1,-0.4,3,-6,-10,1,-4.5,15,-6,-9
CC(C)Cc1nnc(NC(=O)CCNC(=O)c2ccco2)s1,-0.5,-0.4,-5,-5,-1,6,-1.2,1,-5,0
COc1ccc2c(=O)c3c(=O)n(Cc4ccco4)c(-c4ccco4)nc3oc2c1,-0.5,2.3,92*,-48,-10,13,47,86*,1,20
CCOc1ccc(N(CC(=O)N2CCOCC2)S(=O)(=O)c2ccc(F)cc2)cc1,-0.2,-0.5,-7,16,-1,-8,-1.2,2,-4,1
COc1ccc(-c2csc3ncnc(N4CCN(C(=O)c5ccco5)CC4)c23)cc1,-0.4,-0.6,-1,-12,-2,5,0.9,-9,-19,-2
